Source: PubChem
TEAD-YAP block = TEAD-YAP interaction inhibition, primary screen, TEAD-YAP interaction inhibitor project, luminescence, HEK-TIYL cells | TEAD-Gal4/YAP UAS-luciferase luminescence | inhibition, % at 9.12 µM | 640,000 tested, 1.4% active | AID 1259422, 2018; in the data active means inhibition above about 32%;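 further: 0% = median of test compound wells and 100% = reference inhibitor wells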
MITF inh = MITF inhibitors, primary screen, biochemical, AlphaScreen, human; Microphthalmia-associated transcription factor (Homo sapiens), O75030; 650,000 tested, 0.91% active; inhibition, % at 2.6 µM; AID 1259374, 2018; AlphaScreen MITF homodimerization, bead proximity signal; in the data active means inhibition above about 50%;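 further: 0% = vehicle wells with protein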
FBW7 activator = FBW7 E3 ligase activators, primary screen, biochemical, AlphaScreen, human; F-box/WD repeat-containing protein 7 (Homo sapiens), Q969H0; AlphaScreen FBW7–phospho-cyclin E peptide binding, activator screen; normalized activity (activation), % at 26.1 µM; 650,000 tested, 0.13% active; AID 1259310, 2017; in the data active means normalized activity above about 1.9%;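 further: purified mutant Fbw7 with reduced substrate affinity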
Target sequence (Q969H0 whole entry, looked up): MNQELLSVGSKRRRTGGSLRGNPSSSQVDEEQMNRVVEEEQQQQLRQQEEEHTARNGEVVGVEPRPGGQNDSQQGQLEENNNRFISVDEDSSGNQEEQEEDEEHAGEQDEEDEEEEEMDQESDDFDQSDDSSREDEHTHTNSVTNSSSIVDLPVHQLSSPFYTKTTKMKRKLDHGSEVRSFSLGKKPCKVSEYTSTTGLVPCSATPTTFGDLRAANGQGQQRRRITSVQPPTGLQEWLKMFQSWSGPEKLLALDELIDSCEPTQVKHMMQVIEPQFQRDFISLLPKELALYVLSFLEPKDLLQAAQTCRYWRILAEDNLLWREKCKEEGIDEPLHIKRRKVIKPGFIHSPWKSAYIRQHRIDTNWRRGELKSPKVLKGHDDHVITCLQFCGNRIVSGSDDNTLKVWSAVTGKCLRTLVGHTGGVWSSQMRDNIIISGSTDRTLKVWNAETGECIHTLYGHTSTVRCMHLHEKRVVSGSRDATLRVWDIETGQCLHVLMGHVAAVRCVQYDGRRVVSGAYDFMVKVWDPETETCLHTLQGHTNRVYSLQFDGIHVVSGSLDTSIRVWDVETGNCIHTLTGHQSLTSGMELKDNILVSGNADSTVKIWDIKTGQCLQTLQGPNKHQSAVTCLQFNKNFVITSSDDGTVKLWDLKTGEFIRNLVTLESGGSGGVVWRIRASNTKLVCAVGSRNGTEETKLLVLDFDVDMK
GPR151 ag = activators of human GPR151, primary screen, cell-based, PathHunter beta-arrestin, luminescence; G-protein coupled receptor 151 (Homo sapiens), Q8TDV0; PathHunter beta-arrestin GPR151 cells; activation, % at 11.2 µM; 650,000 tested, 1% active; AID 1508602, 2020; in the data active means activation above about 4.9%;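 further: 0% = median of compound wells and 100% = cells with positive control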
Target sequence (Q8TDV0 whole entry, looked up): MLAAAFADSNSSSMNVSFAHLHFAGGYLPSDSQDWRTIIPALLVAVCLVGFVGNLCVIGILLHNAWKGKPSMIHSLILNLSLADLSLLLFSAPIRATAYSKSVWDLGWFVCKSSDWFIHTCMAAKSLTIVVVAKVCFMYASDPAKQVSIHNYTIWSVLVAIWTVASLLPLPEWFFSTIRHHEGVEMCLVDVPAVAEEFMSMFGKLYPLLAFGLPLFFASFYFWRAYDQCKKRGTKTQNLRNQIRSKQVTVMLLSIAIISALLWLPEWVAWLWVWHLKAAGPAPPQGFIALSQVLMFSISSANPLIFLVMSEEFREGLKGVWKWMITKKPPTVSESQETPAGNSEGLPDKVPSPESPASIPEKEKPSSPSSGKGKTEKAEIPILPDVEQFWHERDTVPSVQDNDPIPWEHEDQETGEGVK
Active calls of the source: *; x = no result given; & = joins results of further samples.

SMILES	TEAD-YAP block	MITF inh	FBW7 activator	GPR151 ag
Cc1cc(C)cc(NC(=S)NCCc2c[nH]c3ccccc23)c1	15	14	0.1	-1.3
COc1cccc(CNc2ccc(F)c(F)c2)c1O	-35	-8	0.2	0.1
COc1ccc(C2=NN3C(C2)c2cc(OC)ccc2OC3c2cccc(Cl)c2)cc1 (configuration not stated)	-62	14	0.1	-0.5
CCCCOC(=O)C1=C(C)N(C)C(=O)NC1c1ccccc1Cl (configuration not stated)	15	-4	0.3	7.2*
COc1cccc(CN2CCN3C(=O)[C@H]4CCCN4C(=O)[C@H]3C2)c1	-9	-17	0.2	-0.8
CC1CCN(C(=O)CN(c2ccc(Cl)cc2)S(C)(=O)=O)CC1	4	0	0.1	-0.5
CCOc1cccc(C(=O)NCCN(C)C)c1	-4	-7	0.0	-1.7
O=C(NCC1COc2ccccc2O1)C1(c2ccccc2)CCCC1 (configuration not stated)	-4	-7	0.8	-1.2
NCc1ccc(S(N)(=O)=O)cc1	-6	-3&-1&5	0.1&0.1&0.0	-0.2&-0.3&0.3
CN(C)c1ccc(C2N(C)C(=O)c3ccccc3N2C)cc1 (configuration not stated)	-3	11	0.0	0.3
Cc1nc2ccccc2c(=O)n1NC(=O)c1cccc([N+](=O)[O-])c1	-5	3	0.0	0.6
Cc1ccc(CN2CCc3nnc(C(NC(=O)c4ccccn4)C(C)C)n3CC2)c(C)c1 (configuration not stated)	9	13	-0.1	0.7
Cc1oc2cc(O)cc(C)c2c(=O)c1-c1csc(-c2ccccc2)n1	2	2	0.1	3.3
CCc1ccccc1N(CC(=O)NCCSCc1ccccc1C)S(C)(=O)=O	3	15	0.4	-0.7
S=C(NCc1ccc2c(c1)OCO2)c1ccccc1	9	8	0.3	0.6
COCCNCCOCCOc1ccccc1Br	4	33	-0.1	2.7
COc1ccc(C(=O)OCCN(C2=NS(=O)(=O)c3ccccc32)c2cccc(C)c2)cc1OC	-6	0	-0.1	1.5
O=C(Nc1ccccc1F)c1cnccn1	-20	1	-0.1	-2.7
Cc1ccc(-c2nc3ccccc3c(C(=O)OCC(=O)c3ccc(Br)cc3)c2C)cc1	0	8	-0.1	0.4
Cc1sc(NC(=O)c2cc(Cl)sc2Cl)c(C#N)c1C	1	9	0.9	0.8
COc1cc2c(cc1OC)C(CCCCl)=NC(C)(C)C2	-6	-9	0.0	0.5
C[C@]12CC[C@@H]3c4ccc(O[C@H]5C=C[C@@H](c6ccccc6)O[C@@H]5CO)cc4CC[C@H]3[C@@H]1CCC2=O	x	12	0.2	0.1
COc1ccc(-n2c(=S)[nH]c3cc(C(=O)Nc4ccc(OC)c(OC)c4)ccc3c2=O)c(OC)c1	-10	5	-0.2	-1.0
CCCOC(=O)CCN1C(=O)/C(=C\c2cc(OC)c(OC)c(OC)c2)SC1=S	12	3	-0.1	2.5
COc1cc(CNc2nccn3c(-c4cccc5ccccc45)cnc23)cc(OC)c1OC	6	16	0.1	1.0
Cc1cccc(NC(=O)c2sc3nc(C)nc(N4CCN(c5ccccn5)CC4)c3c2C)c1	-6	-15	0.1	0.7
CC(=O)Nc1nnc(SCC(=O)N2CCCc3ccccc32)s1	-2	-12	0.1	0.2
C/C(CC(=O)NCc1ccc(Cl)cc1)=N\NC(=O)c1ccccc1F	-52	-2	0.1	1.1
CC(C)(C)NC(=O)NC(=O)CN1C(=O)NC2(CCCC2)C1=O	9	10	0.0	-0.4
COc1cccc(/C=c2\sc3nc4cc(C)c(C)cc4n3c2=O)c1OCC(=O)O	1	-2	0.0	0.4

Entries of single compounds, quoted from the list. Order of values: TEAD-YAP block	MITF inh	FBW7 activator	GPR151 ag
O=C(Nc1ccccc1F)c1cnccn1 reads -20	1	-0.1	-2.7
CC(=O)Nc1nnc(SCC(=O)N2CCCc3ccccc32)s1 reads -2	-12	0.1	0.2
CCCOC(=O)CCN1C(=O)/C(=C\c2cc(OC)c(OC)c(OC)c2)SC1=S reads 12	3	-0.1	2.5
C/C(CC(=O)NCc1ccc(Cl)cc1)=N\NC(=O)c1ccccc1F reads -52	-2	0.1	1.1
Cc1cccc(NC(=O)c2sc3nc(C)nc(N4CCN(c5ccccn5)CC4)c3c2C)c1 reads -6	-15	0.1	0.7

Next part
SMILES	TEAD-YAP block	MITF inh	FBW7 activator	GPR151 ag
CCOc1ccc(-c2csc(NC(=O)c3cc(=O)c4ccccc4o3)n2)cc1	8	6	0.1	1.0
COC(=O)C(Cc1ccccc1)NC(=O)CSc1nnc2c3ccccc3n(C)c2n1 (configuration not stated)	4	16	0.5	-1.8
COCC(=O)NCCS(=O)(=O)N1CCc2ccccc2C1	1	6	0.3	-1.6
CC(=O)Nc1ccc(Nc2nc(-c3ccccc3)nc3c2ncn3-c2ccsc2)cc1	37*	-13	0.3	0.3
Cc1ccccc1-c1nc(CSCC(=O)NCCN2CCCC2)c(C)o1	-9	15	0.3	0.0
C#CCCC[C@@H](O)CCCCCCCCCCC(=O)O	x	-8	x	1.0
CC1(C)CC(=O)C2=C(C1)N(c1ccc(Cl)cc1Cl)C1=C(C(=O)CC(C)(C)C1)C2c1cccc(Cl)c1	-6	-4	0.0	3.5
COc1ccccc1N/C(N)=N/c1nc(C(F)(F)F)cc(=O)[nH]1	7	-9	-0.1	5.1*
Cc1ccc(OCC(=O)NCc2ccco2)c(C(C)(C)C)c1	-19	-3	0.0	0.1
Cc1cccc(N2CCN(S(=O)(=O)c3cccs3)CC2C)c1 (configuration not stated)	0	-2	-0.3	3.3
O=C(NCCNC(=O)c1c(F)cccc1Cl)c1ccc(NC(=O)C2CC2)cc1	0	4	0.2	0.0
Cc1cc(N(C)C)nc(N2CCN(Cc3ccco3)CC2)n1	-10	1	0.0	-0.4
CN(C)CCN1C(=O)C(O)=C(C(=O)c2cccs2)C1c1cccs1 (configuration not stated)	-1	-17	0.0	-0.5
CCCC12CN3CC(C)(CN(C1)C3c1ccc(O)cc1)C2=O (configuration not stated)	-4	-3	0.1	3.2
Cc1ccc(-n2nc3c(c2NC(=O)c2cc4ccccc4oc2=O)CS(=O)(=O)C3)cc1	-6	7	-0.1	-1.0
NC(=O)COc1coc(CN2CCN(c3ccc(F)cc3)CC2)cc1=O	-11	19	0.1	-0.8
COCCCNc1nc2ccccc2n2c(C)ncc12	-7	11	0.5	0.6
Cc1ccccc1S(=O)(=O)/N=C1\C=CC(=O)C(Cl)=C1	-7	5	-0.1	-0.1
CCOC(=O)c1cnc2c(Cl)c(Cl)ccc2c1NCCCN1CCOCC1	3	-3	0.1	-1.2
O=C(CCC1CCCN(Cc2ccc(OCCO)cc2)C1)NCc1ccc(F)c(F)c1 (configuration not stated)	10	6	0.0	-0.3
CCCN1C(=O)/C(=C/c2cc(C)c(OC)cc2C)NC1=S	9	3	0.0	1.3
O=C1Nc2cc(C(=O)N3CCCCC3)ccc2NC1CS(=O)(=O)Cc1ccc(F)cc1Cl (configuration not stated)	13	9	0.0	0.9
COCCCNC(=O)CN(c1ccccc1C)S(C)(=O)=O	11	5	0.6	-0.8
COC(=O)c1cccc(NC(=O)c2ccc(F)cc2)c1	-27	0	0.0	-3.3
COc1ccccc1N1CCN(CCCNC(=O)Nc2cc(C)ccc2C)CC1	1	-8	-0.3	0.2
O=C1CCCN1C(=O)CN1CCOCC1	-9	53*	0.2	-0.5
O=C(O)c1ccc(NC2CCCCC2)c([N+](=O)[O-])c1	4	13	0.6	-0.7
COc1ccc(NC(=O)Nc2cc(C)cc(C)n2)cc1OC	-23	15	-0.2	4.4
CC(=N/O)/C(C)=N\NS(=O)(=O)c1ccc(C)cc1	2	0	-0.1	0.2
O=C(NC1CCN(Cc2ccccc2)CC1)c1ccccc1Cl	5	-4	-0.1	0.4
c1ccc(-c2cc3c(NCc4ccc5c(c4)OCO5)ncnc3s2)cc1	-2	2	-0.1	1.0
Cc1cc(C)nc(NS(=O)(=O)c2ccc(N=Cc3c(C)[nH]n(-c4ccccc4)c3=O)cc2)n1	6	16	0.0	0.0
FC(F)(F)c1cccc(CNc2cc(Nc3ccccc3)ncn2)c1	-6	-4	-0.1	0.0
Cn1ncc2c(NCCC3=CCCCC3)ncnc21	-37	9	0.5	-0.2
c1ccc(Cn2nnc3c(N4CCN(Cc5ccc6c(c5)OCO6)CC4)ncnc32)cc1	15	12	-0.1	1.9
Cc1noc(C)c1-c1nc(Nc2ccc(N3CCOCC3)cc2)c2ncn(Cc3ccc(C(F)(F)F)cc3)c2n1	32*	9	0.7	-1.0
COc1cc2sc(NC(=O)c3ccc(Br)o3)nc2cc1Cl	-5	20	0.2	3.1
COc1ccc(C2N(c3ccc(C)cc3)CCN2c2ccc(C)cc2)cc1Br	-2	-1	0.0	-1.2
Nc1c(C(=O)c2ccccc2)sc2nc(N3CCCCC3)c3c(c12)CCCC3	3	-8	0.2	-0.1
CCOC(=O)N1CCc2c(sc(NC(=O)c3ccc(N(C)C)cc3)c2C#N)C1	49*	2	0.1	-0.7
CCOc1nc(SC)nc2sc3c(c12)CCN(C)C3	8	2	0.6	-1.2
Cc1ccc(C(=O)NCCn2cc(SCC(=O)NCc3ccccc3)c3ccccc32)cc1	9	-1	0.0	0.5
Cc1cc(Cl)cc2c1NC(=O)CS2	6	6	-0.1	-1.0
COc1ccc(S(=O)(=O)N2CCCCC2CC(=O)NC2CCCC2)cc1 (configuration not stated)	-4	1	-0.1	1.0
Nc1ccc(C(=O)Nc2ccc(O)c(-c3nc4ccccc4[nH]3)c2)cc1	-21	8	-0.3	-0.8

In a second layout: results already given.
Order of values – TEAD-YAP block	MITF inh	FBW7 activator	GPR151 ag
> COc1ccc(C2N(c3ccc(C)cc3)CCN2c2ccc(C)cc2)cc1Br
→ -2	-1	0.0	-1.2
> Cn1ncc2c(NCCC3=CCCCC3)ncnc21
→ -37	9	0.5	-0.2
> Nc1ccc(C(=O)Nc2ccc(O)c(-c3nc4ccccc4[nH]3)c2)cc1
→ -21	8	-0.3	-0.8
> c1ccc(-c2cc3c(NCc4ccc5c(c4)OCO5)ncnc3s2)cc1
→ -2	2	-0.1	1.0
> Cc1cc(C)nc(NS(=O)(=O)c2ccc(N=Cc3c(C)[nH]n(-c4ccccc4)c3=O)cc2)n1
→ 6	16	0.0	0.0

(further entries)
SMILES	TEAD-YAP block	MITF inh	FBW7 activator	GPR151 ag
Cc1ccc(N2C(=O)S/C(=C/c3ccc4c(c3)OCO4)C2=O)cc1	7	15	0.1	0.0
Cc1ccc(N(CC(=O)N2CCC(C(N)=O)CC2)S(C)(=O)=O)cc1C	-5	14	0.8	0.2
COc1ccc(S(=O)(=O)NCCCl)cc1	2	5	0.4	1.7
CC(C)(C)c1ccc(OCCNC(=S)NC(=O)c2cncc(Br)c2)cc1	1	13	1.2	0.8
COc1ccc(C(CC(=O)O)n2c(=S)[nH]c3ccccc3c2=O)cc1 (configuration not stated)	-24	-11	0.1	1.5
COc1cccc(OC)c1C(=O)Nc1ccc(NC(=O)c2ccccc2)cc1	-4	3	0.9	-0.8
O=C(CCCOc1ccccc1)Nc1nnc(C2CCCO2)s1 (configuration not stated)	-20	18	0.3	-0.2
O=C(NC(=S)Nc1ccc([N+](=O)[O-])cc1)c1ccc(F)cc1	-8	15	-0.2	-0.7
COc1ccc(-c2nc(CSCC(=O)NC3CCCC3)c(C)o2)cc1	0	19	0.6	2.8
COCCn1c(=O)c2c(nc3n(Cc4ccc(OC)cc4)c(C)cn23)n(C)c1=O	4	10	-0.6	1.6
CC(=O)c1sc(NC(=O)CCCSc2ccc(C)cc2)nc1C	1	-9	0.1	-0.8
O=C(Oc1coc(CSc2ncccn2)cc1=O)c1cccc(Cl)c1	4	6	0.1	-1.2
CC(C)NS(=O)(=O)Cc1ccccc1Cl	-6	4	0.0	-1.4
O=C1NC(=O)C(CCCc2ccccc2)(C2CCN(C(=O)Cc3cccc(F)c3)CC2)N1 (configuration not stated)	0	51*	0.5	-0.8
CCN(CC)C(=O)Cn1cnc2sc(C(=O)Nc3cccc(OC)c3)c(C)c2c1=O	-30	1	0.2	-0.4

3 compounds drawn at random from the list so far, as already listed:
SMILES	TEAD-YAP block	MITF inh	FBW7 activator	GPR151 ag
Cc1ccc(N(CC(=O)N2CCC(C(N)=O)CC2)S(C)(=O)=O)cc1C	-5	14	0.8	0.2
COc1ccc(S(=O)(=O)NCCCl)cc1	2	5	0.4	1.7
CC(C)NS(=O)(=O)Cc1ccccc1Cl	-6	4	0.0	-1.4

(listing goes on)
SMILES	TEAD-YAP block	MITF inh	FBW7 activator	GPR151 ag
CCc1ccc(CCC(=O)Nc2nc(CC(C)=O)ns2)o1	2	10	-0.2	-0.7
CC(=O)OC(C(N)=O)C(OC(C)=O)C(N)=O (configuration not stated)	12	-3	0.0	1.2
C1=C[C@H]2C[C@@H]1C[C@H]2CCNc1nncc(-c2ccccc2)n1	-18	-1	-0.2	-1.1
O=C(O)c1ccccc1SC1CC(=O)N(c2ccccc2C(F)(F)F)C1=O (configuration not stated)	11	0	-0.1	-0.7
COc1ccc(-c2ncnn2-c2sc3c(c2C#N)CCCC3)cc1	-1	3	-0.3	-0.7
CCOCCCNC(=O)C(NC(=O)c1ccc(NC(C)=O)cc1)c1ccc(C)cc1 (configuration not stated)	-9	10	0.1	-0.3
NC(=O)c1ccc(NC(=O)COC(=O)C2CC3C=CC2C3)cc1 (configuration not stated)	-11	0	0.1	0.4
C=CCn1c(-c2ccc(OC)cc2)c(C)s/c1=N\NC(=O)Nc1ccccc1	-22	-4	-0.1	0.4
Cc1cc(NC2OCC(O)C(O)C2O)c([N+](=O)[O-])cc1C (configuration not stated)	13	-2	0.0	1.2

Compounds as they come. Share with any hit: about 3.4%.
